Compound activity as filed in PubChem BioAssay.
NSD2 inh: NSD2 (human) methyltransferase inhibition | inhibition, % at 12.5 µM | NSD2 peptide methylation, AlphaScreen, 120 min | hit rate 0.54% among 310,000; in the data active = inhibition above about 50%
DAGLB inh: blocks human DAGLB lipase activity. HEK293T DAGLB membrane lysate, EnzChek fluorogenic substrate. inhibition, % at 5.17 µM. hit rate 0.059% among 340,000; in the data active = inhibition above about 34%;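 also: 0% = enzyme with vehicle and 100% = wells lacking enzyme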
Target sequence (Q8NCG7 whole entry, looked up): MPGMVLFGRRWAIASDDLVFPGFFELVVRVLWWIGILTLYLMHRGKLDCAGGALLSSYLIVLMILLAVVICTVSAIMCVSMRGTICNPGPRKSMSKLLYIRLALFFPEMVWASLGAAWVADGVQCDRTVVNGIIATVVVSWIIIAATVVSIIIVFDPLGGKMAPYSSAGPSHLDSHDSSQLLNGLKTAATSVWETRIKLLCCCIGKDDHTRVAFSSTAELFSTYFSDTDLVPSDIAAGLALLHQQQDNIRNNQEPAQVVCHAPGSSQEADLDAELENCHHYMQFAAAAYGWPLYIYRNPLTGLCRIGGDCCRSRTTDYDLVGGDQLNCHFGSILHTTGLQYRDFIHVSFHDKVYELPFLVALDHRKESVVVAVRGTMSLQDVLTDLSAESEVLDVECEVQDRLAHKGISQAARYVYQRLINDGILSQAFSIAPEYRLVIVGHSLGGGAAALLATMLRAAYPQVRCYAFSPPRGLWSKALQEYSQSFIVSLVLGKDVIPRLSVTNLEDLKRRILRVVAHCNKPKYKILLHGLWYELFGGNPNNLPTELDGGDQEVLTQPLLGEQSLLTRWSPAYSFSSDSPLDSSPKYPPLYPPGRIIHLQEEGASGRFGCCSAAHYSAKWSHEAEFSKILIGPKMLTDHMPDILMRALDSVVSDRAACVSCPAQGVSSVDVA
Arrestin-AP2 inh: blocks beta-arrestin peptide binding to AP2 adaptin. FITC-arrestin peptide / GST-AP2 beads, flow cytometry; AP2 beta2 appendage carries R879A mutation. inhibition, % at 10 µM. hit rate 0.31% among 340,000. AID 504490;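 active = inhibition above a set limit, near 3 SD of compounds lacking own fluorescence, cut at about 54% in these data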;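 also: plate controls were DMSO wells for no effect and 5 µM unlabelled arrestin peptide for full effect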
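System: GST-AP2 R879A glutathione beads | Also added: FITC-arrestin peptide, 50 nM | Times: 12 min plus 1 h, RT | Signal: Bead flow cytometry, FITC channel | Buffer or medium: PBS with 0.05% Tween 20 and 0.1% BSA | Read-out basis: Percent drop in bead-associated FITC signal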
Keap1 Nrf2 FP: disrupts human Keap1 binding to Nrf2 peptide; Keap1 Kelch-Nrf2 peptide fluorescence polarization, 1536-well; inhibition, % at 9.4 µM; hit rate 0.15% among 340,000; AID 504523; in the data active = inhibition above about 12%;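 also: human Keap1 Kelch domain with fluorescein labeled Nrf2 9mer peptide probe; 0% = neutral control wells and 100% = peptide positive control; higher means more block of Keap1 binding to Nrf2 peptide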
SR-BI uptake up: SR-BI HDL lipid transfer activation; CHO ldlA[mSR-BI] cells, DiI-HDL uptake fluorescence, 3 h; 100 = double the neutral-control signal; activation, % at 12.5 µM; hit rate 0.096% among 320,000; AID 504775;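 active = mean replicate activation of at least 60% and every replicate at or above 60%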;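 also: 0% = median plate neutral-control signal and 100% = twice that signal; values of inactives mirror those of a sister screen read the other way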
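System: CHO ldlA[mSR-BI] cells / Medium: HEPES-buffered (25 mM, pH 7.4) F12 plus 0.5% BSA / Probe or stimulus: labelled HDL, 10 µg/mL / Doses: single compound concentration, delivered by pin transfer / Schedule: 3 h, 37 °C / Measured by: DiI fluorescence, bottom read / Measure: cell-associated DiI fluorescence as measure of HDL uptake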
RTF Ca sens inh: cardiac RTF calcium desensitization | hit rate 0.12% among 340,000 | inhibition, % at 7.15 µM | IANBD-labeled cardiac RTF, Ca2+ fluorescence;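 active = inhibition above the mean inhibition of all tested compounds plus 3 SD, cut at about 17% in these data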;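 also: assay run at fixed EC70 calcium of 1.6 mM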
SR-BI DiI inh: blocks mouse SR-BI lipid uptake from DiI-HDL. Q61009. ldlA[mSR-BI] CHO cells, DiI-HDL uptake fluorescence, 3 h. inhibition, % at 12.5 µM. hit rate 0.96% among 320,000. AID 488896;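 active = mean replicate inhibition of at least 70% and a set share of replicates each scoring 70 or more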;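 also: 0% = median of neutral control wells and 100% = median of positive control wells; values of inactives mirror those of a sister screen read the other way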
PKA-R2B act: activators of human PKA-R2B complex | PKA-R2B holoenzyme dissociation, Cy5-IP20 fluorescence polarization; R2B truncated from residue 108, S112A mutant; 0% DMSO only, 100% 113 µM cGMP | hit rate 0.079% among 340,000 | AID 504700 | activation, % at 11.4 µM | P22694+P31323;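 active = activation above a cutoff set at the mean over all compounds plus 3 SD, cut at about 18% in these data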;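 also: higher means more holoenzyme dissociation and a rise in polarization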
PvdQ inh: blocks Pseudomonas aeruginosa PvdQ acylase activity; purified PvdQ acylase, fluorescence plate reader; inhibition, % at 10 µM; hit rate 0.063% among 340,000; AID 488965; in the data active = inhibition above about 30%, passing the limit was not always enough;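 also: 0% = vehicle neutral wells and 100% = reference inhibitor wells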
C-LANA FP: blocks KSHV LANA C-terminal domain binding to DNA; MBP-C-LANA/FAM-LBS DNA binding, fluorescence polarization; inhibition, % at 9 µM; hit rate 0.078% among 340,000; AID 504423;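 active = highest replicate inhibition at or above 60% at 9 µM, even if other replicates fall short; inactive = all replicates below 60% inhibition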;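 also: 0% = neutral control wells and 100% = 4 µM acridine orange control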
* hit, by the source's call; / = no result given.

SMILES	NSD2 inh	DAGLB inh	Arrestin-AP2 inh	Keap1 Nrf2 FP	SR-BI uptake up	RTF Ca sens inh	SR-BI DiI inh	PKA-R2B act	PvdQ inh	C-LANA FP
Cc1cccc(N(C(=O)c2snc(C(N)=O)c2N)C(C(=O)NC2CCCC2)c2ccc(C)o2)c1 (centres undefined)	2	-2	-5	-1	19	5	-19	8	-10	-1.2
COC(=O)c1sccc1NC(=S)Nc1ccc(F)cc1	-2	3	7	0	8	-2	-8	-4	15	0.3
Cc1cccc(N2CCN(C(=O)CN3C(=O)NC(C)(C4CC4)C3=O)CC2)c1C (centres undefined)	0	-2	37	-3	-32	-4	32	-5	0	0.0
CCOC(=O)C1CCCN(C(=S)Nc2cc(C)cc(C)c2)C1 (centres undefined)	-1	-1	33	2	/	-2	/	8	5	0.3
COc1ccc(CCNC(=O)C2CCC(=O)N2S(=O)(=O)c2ccc(C)cc2)cc1 (centres undefined)	-1	0	2	-2	-7	-7	7	1	-22	-0.1
CN(Cc1ccccc1)C(=S)Nc1cccnc1	-4	0	-9	-2	-11	-1	11	-2	-11	-0.5
CCN1CCN(Cc2ccccc2NC(=O)Nc2ccc(C)cc2)CC1	0	-2	2	-5	6	-2	-6	3	-7	-0.3
CNC(=O)CCn1nc(-c2ccc(C)cc2)c2ccccc2c1=O	-1	-2	-2	-4	1	-8	-1	-2	-11	-0.1
CN(CC(=O)Nc1ccc(OC(F)(F)F)cc1)C(=O)Cc1cccs1	1	-2	6	2	2	2	-2	-1	-13	1.2
O=C(Nc1ccc(N2CCCC2)cc1)c1cc2ccccc2o1	2	10	6	2	-72	-7	72*	-6	-9	0.1
CCOc1ccc(/C=N/NC(=O)c2ccc(F)cc2)cc1CN1CC2CC(C1)c1cccc(=O)n1C2 (centres undefined)	/	-1	3	-3	-33	1	33	1	-10	-1.0
O=C(NNS(=O)(=O)c1ccc(F)cc1)c1ccccc1	1	0	15	0	31	1	-31	-7	-3	-1.7

As a working copy, some entries already given:
SMILES	NSD2 inh	DAGLB inh	Arrestin-AP2 inh	Keap1 Nrf2 FP	SR-BI uptake up	RTF Ca sens inh	SR-BI DiI inh	PKA-R2B act	PvdQ inh	C-LANA FP
Cc1cccc(N(C(=O)c2snc(C(N)=O)c2N)C(C(=O)NC2CCCC2)c2ccc(C)o2)c1 (centres undefined)	2	-2	-5	-1	19	5	-19	8	-10	-1.2
COC(=O)c1sccc1NC(=S)Nc1ccc(F)cc1	-2	3	7	0	8	-2	-8	-4	15	0.3
Cc1cccc(N2CCN(C(=O)CN3C(=O)NC(C)(C4CC4)C3=O)CC2)c1C (centres undefined)	0	-2	37	-3	-32	-4	32	-5	0	0.0
CCOC(=O)C1CCCN(C(=S)Nc2cc(C)cc(C)c2)C1 (centres undefined)	-1	-1	33	2	/	-2	/	8	5	0.3
COc1ccc(CCNC(=O)C2CCC(=O)N2S(=O)(=O)c2ccc(C)cc2)cc1 (centres undefined)	-1	0	2	-2	-7	-7	7	1	-22	-0.1
CN(Cc1ccccc1)C(=S)Nc1cccnc1	-4	0	-9	-2	-11	-1	11	-2	-11	-0.5
CCN1CCN(Cc2ccccc2NC(=O)Nc2ccc(C)cc2)CC1	0	-2	2	-5	6	-2	-6	3	-7	-0.3
CNC(=O)CCn1nc(-c2ccc(C)cc2)c2ccccc2c1=O	-1	-2	-2	-4	1	-8	-1	-2	-11	-0.1
CN(CC(=O)Nc1ccc(OC(F)(F)F)cc1)C(=O)Cc1cccs1	1	-2	6	2	2	2	-2	-1	-13	1.2
O=C(Nc1ccc(N2CCCC2)cc1)c1cc2ccccc2o1	2	10	6	2	-72	-7	72*	-6	-9	0.1
CCOc1ccc(/C=N/NC(=O)c2ccc(F)cc2)cc1CN1CC2CC(C1)c1cccc(=O)n1C2 (centres undefined)	/	-1	3	-3	-33	1	33	1	-10	-1.0
O=C(NNS(=O)(=O)c1ccc(F)cc1)c1ccccc1	1	0	15	0	31	1	-31	-7	-3	-1.7

Following part
SMILES	NSD2 inh	DAGLB inh	Arrestin-AP2 inh	Keap1 Nrf2 FP	SR-BI uptake up	RTF Ca sens inh	SR-BI DiI inh	PKA-R2B act	PvdQ inh	C-LANA FP
CN(c1ccccc1)S(=O)(=O)c1ccc(C(=O)NNC(=O)c2ccccc2F)cc1	-3	0	-6	-5	-19	-1	19	-4	-14	0.0
COc1cc(S(=O)(=O)NCc2ccccc2Cl)ccc1-n1cnnn1	-3	-1	2	0	/	-12	/	-4	-11	-0.8
C=CCn1c(SCC(=O)Nc2ccc3c(c2)OCO3)nc2ccccc2c1=O	0	0	5	1	0	-5	0	-5	-11	-0.1
COc1ccc(N2C(=O)CN(Cc3cc(OC)c(OC)c(OC)c3)C2=S)cc1	-6	-3	0	-5	-8	-9	8	4	-12	18
COC(=O)C1ON2OC(C(=O)OC)C(C(=O)OC)C2C1CC(C)=O (centres undefined)	-2	1	-3	-2	12	-4	-12	-5	-2	1.4
Cc1ccc(N(CC(=O)NCC(O)c2ccccc2)S(=O)(=O)c2ccc(C)cc2)cc1 (centres undefined)	-6	-4	4	1	19	0	-19	-8	2	-2.4
CCCCn1c(N)nc2ccccc21	4	-3	8	1	17	-11	-17	-2	-15	0.1
COC(=O)c1cccnc1-n1c(=O)c2cccnc2n(Cc2ccc([N+](=O)[O-])cc2)c1=O	-1	1	39	-3	/	0	/	-1	3	-0.8
COc1ccccc1/C=C/C=NC1C(=O)N(c2ccccc2)[N+](C)=C1C (centres undefined)	0	-4	11	-7	24	-3	-24	-1	-18	14
NC(=S)N/N=C/c1cccc(Br)c1	4	0	-13	0	-56	-4	56	-4	0	-0.4
CCC(C)C(=O)Nn1c(C2CC2)nc2cc(OC)c(OC)cc2c1=O (centres undefined)	17	0	1	1	2	3	-2	-1	-7	0.6
CSc1nc(-c2ccccc2)nn1C(=O)c1ccccc1	-1	-2	-4	-6	24	-6	-24	2	-22	-2.3
Cc1cc(C(=O)c2cnc(/N=C/N(C)C)s2)cc(C)c1O	2	0	-5	-4	-13	-8	13	-7	-11	-0.8
C[C@H](CO)N1C[C@H](C)[C@@H](CN(C)S(=O)(=O)c2cccs2)Oc2c(NS(=O)(=O)c3cn(C)cn3)cccc2C1=O	/	3	-1	-1	21	-8	-21	4	-7	0.5
CCOc1ccc(CN2CCC(=O)NC2=O)cc1	-5	0	3	-3	6	-9	-6	7	-12	-1.1
Cc1c(NC(=O)c2nn3c(c2Br)NC(c2ccccc2)CC3C(F)(F)F)c(=O)n(-c2ccccc2)n1C (centres undefined)	5	1	4	0	-20	0	20	-8	2	-0.3
COc1ccc(NS(=O)(=O)c2ccc(N/N=C(\C)c3ccncc3)c([N+](=O)[O-])c2)cc1	2	9	-7	-3	-4	9	4	-13	8	-1.5
COc1cc(S(=O)(=O)n2cnc(C)c2)ccc1Cl	4	0	24	-2	30	-7	-30	-2	-3	-0.9
COc1ccc(NC(=O)CCc2nnc3ccc(NCc4ccc5c(c4)OCO5)nn23)cc1	0	2	-1	-4	2	-8	-2	11	-10	-0.5
COc1ccccc1N1CCN(C(=O)CCC(=O)Nc2nnc(C(C)C)s2)CC1	-8	1	5	1	17	0	-17	-7	-6	-1.6
Cc1nc2c(C#N)cnn2c2c1CCN(Cc1ccccc1)N2C	0	2	-6	-5	-8	-13	8	2	-10	0.1
O=C(c1ccc(-n2cncn2)c([N+](=O)[O-])c1)N1CCN(S(=O)(=O)c2c(F)cccc2F)CC1	0	3	-8	-2	1	-14	-1	-5	-9	1.0
O=C(c1c(F)cccc1F)N1CCC(n2nnc3cc(C(F)(F)F)ccc32)CC1	-4	1	3	-6	-2	-2	2	-5	-13	0.6
CCOC(=O)[C@H]1[C@H]2COc3ccc(Br)cc3[C@H]2N2C(=O)CNC(=O)[C@@]12C	/	-3	-3	-8	-5	3	9	-1	-11	3.0
N/C(COc1ccc(Cl)cc1Cl)=N\NS(=O)(=O)c1ccccc1	-5	-1	18	0	6	1	-6	2	-5	0.2
COc1ccc(S(=O)(=O)N2CCOC23CCN(S(C)(=O)=O)CC3)cc1	0	-1	-5	-5	9	-5	-9	-8	-8	0.6
CCCOc1ccc([C@@H]2C3CN(C(=O)OCC)CC=C3C(C#N)=C(N)C2(C#N)C#N)cc1OC (some centres undefined)	14	8	-5	-10	-2	-8	2	-1	-27	-1.0
c1ccc(OCCn2c(-c3ccco3)nc3ccccc32)cc1	/	5	16	-7	-1	-24	1	-1	-7	0.7
COc1ccc(-c2nc(-c3ccccn3)ncc2S(C)(=O)=O)cc1	-3	0	3	-4	20	5	-20	-1	-4	-0.4
CCCCN1C(=O)C(C#N)CC2=C1CC(C)(C)CC2=O (centres undefined)	/	0	-11	-2	-14	-7	14	4	-12	-1.6
CS(=O)(=O)N(CCc1ccccc1)CC(=O)Nc1ccccc1	-1	-1	-7	-1	2	-8	-2	-5	7	-1.7
Cc1ccccc1NC(=O)CSCC(=O)Nc1ccccc1C	-1	0	2	-4	28	-8	-28	-2	-9	-2.2
CC(C)N(Cc1nc(-c2ccc(Cl)cc2)no1)Cc1nccn1C	2	-2	-4	-3	4	2	-4	-8	-10	0.1
Cc1sc2nc(CN(C(=O)NC3CCCCC3)C3CCCC3)[nH]c(=O)c2c1C	-1	2	33	-1	-9	-2	9	-3	-5	0.2
COc1cc(-c2nc(S(=O)(=O)c3ccc(C)cc3)c(N(C)C)o2)cc(OC)c1OC	2	0	29	-5	-11	0	11	-2	0	0.7
O=C(NCC1CCCO1)/C(=C\c1ccco1)NC(=O)c1ccc(Cl)cc1 (centres undefined)	/	-5	4	0	14	-3	-14	-9	0	1.6
Cc1cc(Cl)ccc1OCC(=O)NNC(=O)c1ccc(=O)[nH]c1	4	0	0	-5	1	-3	-1	-2	-8	-4.2
COc1ccc(-n2c(SCC(=O)Nc3ccccc3C)nc(O)c(Cc3ccccc3)c2=O)cc1	-2	3	4	-2	5	-2	-5	4	-13	-1.5
OCC(O)CSc1nc(-c2ccccc2)nc2c1CCC2 (centres undefined)	-1	-1	-24	-8	7	-5	-7	-7	-8	0.3
